High-throughput results (PubChem)
IDE inh – human IDE inhibitors in live cells, primary screen, fluorescence polarization, HEK cells, FAbetaB substrate. inhibition, % at 5.59 µM. AID 434962, 2010. FAbetaB cleavage. Insulin-degrading enzyme (Homo sapiens), P14735. actives 0.41% (n = 320,000);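 active = percent inhibition above the average of all tested compounds plus 3 SD, set per screening campaign, cut at about 16% in these data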;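 also: IDE supplied by intact live HEK cells; FP after avidin binding of uncleaved biotin substrate so inhibition keeps polarization high; 0% = DMSO wells and 100% = 60 µM reference IDE inhibitor Ii1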
Target sequence (P14735 whole entry, looked up): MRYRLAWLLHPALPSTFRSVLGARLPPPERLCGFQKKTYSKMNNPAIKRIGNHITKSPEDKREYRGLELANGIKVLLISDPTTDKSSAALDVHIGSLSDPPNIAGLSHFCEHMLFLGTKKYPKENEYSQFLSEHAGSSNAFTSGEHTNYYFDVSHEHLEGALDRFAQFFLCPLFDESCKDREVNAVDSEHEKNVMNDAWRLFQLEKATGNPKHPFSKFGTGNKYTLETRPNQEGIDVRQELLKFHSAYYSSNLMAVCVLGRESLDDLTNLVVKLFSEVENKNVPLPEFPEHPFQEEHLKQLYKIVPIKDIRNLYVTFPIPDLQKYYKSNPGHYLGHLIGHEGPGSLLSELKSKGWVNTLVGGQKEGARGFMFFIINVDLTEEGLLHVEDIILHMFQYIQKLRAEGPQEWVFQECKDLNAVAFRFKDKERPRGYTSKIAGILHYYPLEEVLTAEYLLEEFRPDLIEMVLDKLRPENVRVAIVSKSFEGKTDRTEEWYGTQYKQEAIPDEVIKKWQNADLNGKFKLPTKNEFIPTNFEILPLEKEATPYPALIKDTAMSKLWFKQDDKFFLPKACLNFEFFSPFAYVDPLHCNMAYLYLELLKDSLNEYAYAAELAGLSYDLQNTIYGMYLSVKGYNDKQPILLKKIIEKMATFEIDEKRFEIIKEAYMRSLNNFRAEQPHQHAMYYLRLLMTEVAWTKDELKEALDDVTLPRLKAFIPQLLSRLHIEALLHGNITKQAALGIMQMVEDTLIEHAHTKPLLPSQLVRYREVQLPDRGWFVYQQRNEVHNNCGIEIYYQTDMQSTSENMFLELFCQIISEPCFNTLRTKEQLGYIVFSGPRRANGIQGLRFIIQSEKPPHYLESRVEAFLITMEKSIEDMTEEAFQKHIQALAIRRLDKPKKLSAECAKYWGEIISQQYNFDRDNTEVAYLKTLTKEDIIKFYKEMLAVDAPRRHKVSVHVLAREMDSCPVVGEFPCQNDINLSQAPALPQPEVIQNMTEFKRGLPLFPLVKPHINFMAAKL
IMP-1 inhibitor – IMP-1 metallo-beta-lactamase inhibitors, primary screen, biochemical, epi-absorbance readout, Pseudomonas aeruginosa enzyme; inhibition, % at 5.6 µM; actives 0.45% (n = 290,000); purified IMP-1, nitrocefin hydrolysis, epi-absorbance fluorescence; metallo-beta-lactamase IMP-1 (Pseudomonas aeruginosa);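 active = inhibition above the mean plus 3 SD of all compounds in the same screening run, cut at about 4.5% in these data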;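 also: 0% = IMP-1 with DMSO and 100% = DMSO wells lacking enzyme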
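System: Purified recombinant IMP-1 metallo-beta-lactamase enzyme | Measured by: Fluorescence quenching readout, ex 480/em 530 nm | Replication: Singlicate | Incubation: 15 min preincubation plus 25 min reaction at 25 °C | Evaluation: Percent inhibition from optical density relative to buffer-blank wells | Benchmarks: DMSO with and without IMP-1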
IDE cell activ – human IDE activators in live cells, primary screen, fluorescence polarization, HEK cells, FAbeta-B substrate; Insulin-degrading enzyme (Homo sapiens), P14735; FAbeta-B cleavage; 0% vehicle, 100% cell-free pure enzyme wells; activation, % at 5.96 µM; actives 0.073% (n = 340,000);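 active = activation above the mean of all tested compounds plus 3 SD, set per screening campaign, cut at about 17% in these data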
PfM18AAP inh – PfM18AAP inhibitors, malaria aminopeptidase, primary screen, biochemical, QFRET, recombinant enzyme; M18 aspartyl aminopeptidase (Plasmodium falciparum 3D7); actives 1.2% (n = 290,000); inhibition, % at 7.35 µM; H-Glu-NHMec fluorogenic cleavage;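 active = inhibition above the campaign mean inhibition over all tested compounds plus 3 SD, cut at about 28% in these data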;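 also: 0% = plate median of test compound wells and 100% = 2 mM ZnCl2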
PHOSPHO1 inh – PubChem AID 1565; Phosphoethanolamine/phosphocholine phosphatase (Homo sapiens), Q8TCT1; recombinant PHOSPHO1, absorbance phosphatase assay; inhibition, % at 13.3 µM; actives 1.1% (n = 290,000); in the data active = inhibition above about 60%
GPR7 antagonist – GPR7 receptor antagonists, primary screen, cell-based, fluorescence, single concentration | GPR7-expressing cells, fluorescence antagonist assay | Neuropeptides B/W receptor type 1 (Homo sapiens), P48145 | actives 1.1% (n = 290,000) | inhibition, % at 4.4 µM; in the data active = inhibition above about 16%, passing the limit was not always enough;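 also: cells stimulated with the agonist NPW; 0% = agonist with vehicle and 100% = vehicle without agonist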
pCIP destab – p/CIP-EGFP fusion destabilizers, primary screen, fluorescence, F442A cells; Q05BA5; 16 h; decrease of EGFP signal, % at 10 µM; actives 0.01% (n = 290,000); AID 1984, 2009;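 active = EGFP signal decrease of at least 30% at 10 µM or well 3 SD below plate mean, unless failing retest; inactive = the rest, including hits failing retest or dose response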; also: some compounds called inactive have numbers as strong as hits; many of its hits are not listed in these tables
NALP1 yeast inh – NALP1 inflammasome inhibitors in reconstituted yeast, colorimetric, S. cerevisiae, triplicate retest; S. cerevisiae NALP1/ASC/caspase-1 growth, X-gal OD620, 72 h; inhibition, % at 10 µM; actives 0.61% (n = 280,000); AID 2071, 2009; in the data active = inhibition mostly above about 24%, no sharp cut-off; inactive = mostly below about 32%; also: some compounds called inactive have numbers as strong as hits
VIM-2 inhibitor – VIM-2 metallo-beta-lactamase inhibitors, primary screen, biochemical, epi-absorbance readout, Pseudomonas aeruginosa enzyme; purified VIM-2, nitrocefin hydrolysis, epi-absorbance fluorescence; inhibition, % at 5.6 µM; actives 0.89% (n = 290,000); AID 1527, 2009;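 active = inhibition above the mean of all tested compounds plus 3 SD, cutoff set per screening run, cut at about 7.5% in these data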;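 also: red hydrolysis product quenches plate fluorescence so inhibitors raise well fluorescence; 0% = enzyme with DMSO and 100% = DMSO without enzyme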
* = called active by the depositor; · = no result given.

The line under a structure holds: PHOSPHO1 inh	IDE inh	PfM18AAP inh	NALP1 yeast inh	VIM-2 inhibitor	pCIP destab	IMP-1 inhibitor	IDE cell activ	GPR7 antagonist
COC(=O)c1cccc(N(C(=O)c2ccco2)C(C(=O)NC2CCCC2)c2ccco2)c1 (centres undefined)
  -4	11	6	-3	-1.7	-8	-2.0	4	-7
Fc1cccc(CSc2nnc3c(n2)[nH]c2ccccc23)c1
  25	-1	1	·	-1.0	-2	-0.9	4	-6
Cc1cc(C)cc(N=Cc2[nH]c3ccc(Br)c(Cl)c3c2O)c1
  -8	9	-12	26	0.9	5	-0.3	-51	-4
CCOc1ccc(NC(=O)CN2C(=O)COc3ccc(S(=O)(=O)N4CCCCC4)cc32)cc1
  30	-3	-12	8	-0.6	-20	-1.3	4	-11
O=C(Nc1ccccc1)Nc1ccc(NC(=O)c2ccccc2O)cc1
  27	5	2	0	-0.4	1	-1.3	2	-2
Cn1c(=O)[nH]c(=O)c2c1nc(NCCCn1ccnc1)n2Cc1cccc(Br)c1
  -1	1	2	11	0.2	7	-3.3	-4	-11
COc1cc(/C=N/Nc2nc(=O)[nH]nc2C)cc(OC)c1O
  -1	0	18	-4	-4.2	8	-3.1	9	-12
CCCn1c(SCC(=O)NCCc2ccccc2)nnc1-c1ccco1
  -11	3	6	2	-1.3	13	-1.7	10	-8
O=C(Nc1cccc(NC(=O)c2ncn[nH]2)c1)c1cccc(Cl)c1
  16	6	6	-1	-2.2	5	-1.4	-10	-3
CCCCC(=O)Nc1cccc(NC(=O)c2ccccc2Br)c1
  15	8	0	·	-0.3	2	-1.7	-6	-14
CC(=O)c1cccc(NC(=O)/C(=C\c2cccnc2)NC(=O)c2ccccc2)c1
  39	2	-1	-4	-2.1	-6	-1.3	-5	-17
CC(=O)NCc1ccc(S(=O)(=O)N/N=C/c2ccc(N(C)C)cc2)cc1
  -21	2	6	23	-1.8	7	-2.2	0	7
Cc1ccc(NC(=O)[C@H](C)NC(=O)C2CCN(C(=O)[C@H](CC(C)C)NC(=O)OC(C)(C)C)CC2)cc1
  33	7	4	29	-1.6	1	-4.6	2	-4
CN(C)/C=N/c1nc2nccc(-c3ccc(F)cc3)n2n1
  37	-1	-2	17	-0.3	2	-2.5	4	-9
O=C(c1c[nH]c(C(=O)C(Cl)(Cl)Cl)c1)c1ccccc1Br
  45	-1	4	11	-3.4	-2	-1.9	5	-1
CCOc1ccc(/C=C2/SC(=O)NC2=S)cc1
  -5	33*	18	14	-1.8	-44	-2.1	-3	3
O=c1c(/C=C(\O)c2ccc(F)cc2)nc2ccccc2n1-c1ccccc1
  7	2	-1	13	-3.1	-8	0.8	-2	5
CN(C)S(=O)(=O)N1CCN(C(=O)c2cccs2)CC1
  -6	-2	1	1	-3.9	2	-0.2	-1	6
COC(=O)C(Cc1ccc(O)cc1)NC(=O)C12CC3CC(CC(C3)C1)C2 (centres undefined)
  23	-1	0	8	-2.1	-1	-2.3	9	10
Cc1nnc(SCC(=O)Nc2sccc2C#N)n1Cc1ccccc1
  -23	0	1	·	-2.0	-1	-2.8	0	0
CCC1=NN(C(=O)c2ccc(Cl)cc2)C(O)(c2ccc(C)cc2)C1 (centres undefined)
  24	·	10	-6	-4.8	4	-4.7	4	-8
CCCCn1c(=O)c(CCC(=O)OCC(=O)NC(=O)NCCC(C)C)nc2ccccc21
  1	3	-2	18	-3.5	6	-1.7	5	-12
COc1ccc(OCc2cc(C(=O)NCC(C)Oc3cccnc3)no2)c(Cl)c1 (centres undefined)
  51	5	-1	0	-2.6	-8	-4.9	1	4
O=C(NC1CCCc2ccccc21)c1cncc(Br)c1 (centres undefined)
  -9	6	-5	9	-2.3	-3	-0.2	-2	-11
NC(=O)c1ccc(Oc2ccc3c(c2)CCC3)c([N+](=O)[O-])c1
  27	0	5	17	-3.1	5	-0.1	2	-3
CN(c1ccc(C(=O)Nc2cccnc2)cc1)S(C)(=O)=O
  0	9	-1	16	-4.7	10	-2.0	-2	-5
Cc1cc(C)n(-c2nc3ccccc3nc2N2CCCC2)n1
  13	4	3	10	0.4	-11	-2.0	3	-4
O=C1C(=O)N(CCCn2ccnc2)C(c2cccnc2)/C1=C(/O)c1ccc(F)cc1 (centres undefined)
  9	-8	·	-3	·	-4	·	2	·
O=C(NCCOc1nc(N2CCOCC2)nc(N2CCOCC2)n1)Nc1ccccc1
  25	1	4	2	-4.7	-15	-2.1	5	4
COc1ccc(C=NCCCN2CCOCC2)cc1
  -7	-3	-2	3	-4.0	-6	-1.9	5	-5

One compound at a time, as listed above.
Results for Cc1cc(C)n(-c2nc3ccccc3nc2N2CCCC2)n1 → PHOSPHO1 inh: 13; IDE inh: 4; PfM18AAP inh: 3; NALP1 yeast inh: 10; VIM-2 inhibitor: 0.4; pCIP destab: -11; IMP-1 inhibitor: -2.0; IDE cell activ: 3; GPR7 antagonist: -4
Results for O=c1c(/C=C(\O)c2ccc(F)cc2)nc2ccccc2n1-c1ccccc1 → PHOSPHO1 inh: 7; IDE inh: 2; PfM18AAP inh: -1; NALP1 yeast inh: 13; VIM-2 inhibitor: -3.1; pCIP destab: -8; IMP-1 inhibitor: 0.8; IDE cell activ: -2; GPR7 antagonist: 5

Other compounds follow.
The line under a structure holds: PHOSPHO1 inh	IDE inh	PfM18AAP inh	NALP1 yeast inh	VIM-2 inhibitor	pCIP destab	IMP-1 inhibitor	IDE cell activ	GPR7 antagonist
Cn1c(O)c(N=NC(=S)Nc2ccccc2F)c2cc(S(=O)(=O)N3CCOCC3)ccc21
  2	·	6	-23	-6.7	5	-6.0	3	-11
Cc1ccc(Oc2nnc(-c3ccccc3)cc2C#N)cc1
  36	2	-4	-12	-0.8	-4	-2.1	6	-17
CC(NC(=O)c1ccccc1Cl)C1COc2ccccc2O1 (centres undefined)
  -7	1	-7	-70	-4.8	-11	-3.3	0	7
COc1ccc(C2Nc3ccccc3C(=O)N2Cc2ccco2)cc1COc1ccccc1F (centres undefined)
  14	-3	-12	14	-1.2	2	-1.9	4	26*
COc1ccccc1C(=O)Nc1cccc2c1CCCC2
  49	-7	-8	10	0.4	-1	-3.6	5	-7
O=C(CCCn1c(=O)[nH]c2cc(Cl)ccc2c1=O)N1CCN(c2ccc([N+](=O)[O-])cc2)CC1
  6	·	-6	10	0.4	-8	-0.5	3	-4
COc1ccc(-c2nc(N/N=C(\C)c3ccc(O)cc3)c3ccccc3n2)cc1
  15	-1	63*	-10	-3.8	-24	-2.9	-2	-9
O=C(CCC(=O)N1CCN(S(=O)(=O)c2ccc(Cl)cc2)CC1)Nc1ccc(Cl)cc1Cl
  0	-3	-5	38	-5.5	-12	-3.1	-1	7
Cn1cc(CNC(=O)/C=C/c2ccc(Cl)cc2)cn1
  -11	11	-6	38	-3.6	-2	0.7	-2	1
COc1ccc(/C=N/Nc2nonc2N)cc1
  2	-2	32*	15	0.7	-11	-1.1	-1	10
Cc1ccc(SCC(=O)NCc2ccccc2)cc1
  14	-5	-7	4	-0.6	4	-1.3	5	-12
CC(=O)c1cccc(NC(=O)c2cc(-c3ccco3)nc3ccccc23)c1
  45	-2	-12	2	-1.5	-9	-0.8	4	0
Cc1cccnc1NC(=S)NC(=O)/C=C/c1ccccc1
  -1	1	5	5	-1.6	-13	-2.2	10	-7
CCC(C)(CC(=O)Nc1nccs1)c1ccccc1 (centres undefined)
  27	-5	-2	-3	-2.6	-9	-0.6	-4	-5
COc1ccc(C2C(C#N)C(C#N)N3CCCN23)cc1 (centres undefined)
  31	0	3	19	-3.8	10	-1.6	3	-1
O=C1NC[C@H](c2ccccc2)N(CCc2cccc(F)c2)C1=O
  39	-1	·	·	·	-2	·	5	·
Cc1ccc(C)c(Oc2coc3cc(O)ccc3c2=O)c1
  39	2	1	-2	-2.2	-13	-3.1	-5	6
Cc1ccc(NC(=O)CCNS(=O)(=O)c2cccc3nsnc23)cc1
  -10	9	-13	26	2.7	0	-0.3	-1	-1
OC1CCCCC1Sc1nc2ccccc2s1 (centres undefined)
  -16	-2	2	8	-2.3	-1	-1.3	0	3
[N-]=[N+]=NC[C@H](Cc1ccccc1)N1CC[C@@H](NC(=O)OCc2ccccc2)CCC1=O
  -7	6	10	5	-1.6	-8	-1.9	-2	4
NC1=NC(=O)/C(=C\c2ccc(-c3ccc(Cl)cc3)o2)S1
  20	9	4	16	0.6	-4	-2.7	-1	-11
C1CCc2c(nc3nnnn3c2NCC2CC2)C1
  25	3	-8	·	-0.7	-10	-1.5	3	-6
COc1ccc(Cc2nnc(SCC(=O)Nc3ncc(C)s3)o2)cc1
  0	1	21	·	-4.6	-7	-1.8	2	-13
Cc1ccccc1S(=O)(=O)Cc1ccc(C(=O)NCc2ccc(F)cc2)o1
  -1	3	-8	2	-1.6	-4	-2.1	0	-8
CCCCC(=O)NC(=S)Nc1ccc(NC(=O)C(C)C)c(OC)c1
  4	3	1	19	-2.2	8	1.4	1	2
Cc1ccc(OCC(=O)Oc2ccc(C)c(C)c2)cc1
  24	0	0	8	0.6	-6	-1.3	6	-12
Cn1cc(CN2CCC(n3nccc3NC(=O)c3ccccc3Cl)CC2)cn1
  11	1	-4	15	-1.9	-3	-4.2	8	2
Cc1cccc(NC(=O)CSc2nnc(C)c(C)n2)c1
  6	-2	1	19	-3.6	-10	-2.1	1	-4
Cc1cc(C(=O)NC(Cc2ccccc2)C(=O)O)c(C)o1 (centres undefined)
  28	-1	4	·	-3.5	11	-4.4	1	-5
COc1ccc2c(c1)sc(N)[n+]2Cc1cc(C)cc2cccnc12
  -38	-1	-5	36	-2.3	9	-4.0	-2	38*
O=C(NC1CCCC1)C(c1ccccc1)N(C(=O)c1csnn1)C1CCCC1 (centres undefined)
  10	3	-5	-8	2.9	11	-1.8	4	-3
Cc1cc(C(F)(F)F)c2sc(N)nc2n1
  -5	1	4	14	-3.1	-3	-4.3	4	-22
COc1cc(NC(=O)c2cc(Cl)ccc2Cl)ccc1-c1cc2ccccc2oc1=O
  34	-6	4	14	-2.4	1	-2.4	-1	-14
CC1CCCN(CCOCCOc2ccccc2-c2ccccc2)C1 (centres undefined)
  16	7	-4	32	-2.8	-8	-0.7	-4	14
Cn1nccc1C(=O)NC1CCCc2c1cnn2-c1ccccc1F (centres undefined)
  6	-2	-14	-11	1.0	-20	-0.1	-3	5
COc1cccc(NC(=O)CCC2CCN(C(=O)c3cncs3)CC2)c1
  3	-5	1	20	-0.1	-14	0.8	4	12
CC1(C)C/C(=N\O)C(C(O)c2cccc([N+](=O)[O-])c2)C(C)(C)N1 (centres undefined)
  12	0	-12	7	-0.3	-2	-1.3	7	10
Cc1cccc(C(C(=O)NC2CCCC2)N(C(=O)c2csnn2)C2CC2)c1 (centres undefined)
  28	-1	2	10	0.9	9	1.1	3	21
O=c1c2ccccc2nnn1CSc1nc2sc3c(c2c(=O)n1CC1CCCO1)CCC3 (centres undefined)
  28	-8	-20	8	-0.1	-8	-0.7	5	-10
CCCN(C(=O)CSc1nnnn1C)c1c(N)n(Cc2ccccc2)c(=O)[nH]c1=O
  17	5	-1	-6	-2.1	3	0.4	4	11
